High-throughput results (PubChem BioAssay)
PI4K2A block – PI4K2A (human) kinase inhibition; Q9BTU6; purified PI4K2A, ADP-Glo luminescence, 1 h; hits give low values; activity change, negative = inhibition, % at 76.9 µM; hit rate 0.13% among 420,000; AID 1346378; in the data active means activity change below about -50%; inconclusive means mostly about -30% to -49%;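 further: -100% = wells without enzyme as full effect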
Target sequence (Q9BTU6 whole entry, looked up): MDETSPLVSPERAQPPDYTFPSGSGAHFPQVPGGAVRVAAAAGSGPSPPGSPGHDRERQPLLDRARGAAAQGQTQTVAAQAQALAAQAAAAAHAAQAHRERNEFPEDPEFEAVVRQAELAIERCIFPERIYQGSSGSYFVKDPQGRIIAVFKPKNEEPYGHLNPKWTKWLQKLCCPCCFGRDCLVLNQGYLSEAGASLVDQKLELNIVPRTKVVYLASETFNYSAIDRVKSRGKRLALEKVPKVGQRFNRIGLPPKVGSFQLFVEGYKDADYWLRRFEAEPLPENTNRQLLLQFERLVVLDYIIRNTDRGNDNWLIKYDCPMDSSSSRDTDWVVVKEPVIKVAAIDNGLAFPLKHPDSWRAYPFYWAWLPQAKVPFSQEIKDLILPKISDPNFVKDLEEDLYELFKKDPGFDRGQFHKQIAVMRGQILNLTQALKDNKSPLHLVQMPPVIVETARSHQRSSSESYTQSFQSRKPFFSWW
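ADP-Glo luminescence measured ADP generated by PI4K2A enzyme (4 ug/mL before mixing) with 1.2 mM PI substrate (pre-mix) and 300 microM ATP (pre-mix). Tris pH7.5 buffer with MgCl2, Triton X-100; 1 h reaction at ambient temperature.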
G9a block – G9a (human) methyltransferase inhibition | Q96KQ7 | G9a H3K9 monomethylation, AlphaScreen, 2 h | Potency, µM (top dose mostly 102 µM), for inactives: at the top dose activity, negative = inhibition, most hits filed as inhibitors | hit rate 8.8% among 350,000 | AID 504332; further: potency means the concentration at half of the fitted maximal effect; on the % scale 0 is the no-effect control and ±100 the full control effect; nearly all actives have a fitted effect of over 75% in size
Target sequence (Q96KQ7 913-1193 limits assumed): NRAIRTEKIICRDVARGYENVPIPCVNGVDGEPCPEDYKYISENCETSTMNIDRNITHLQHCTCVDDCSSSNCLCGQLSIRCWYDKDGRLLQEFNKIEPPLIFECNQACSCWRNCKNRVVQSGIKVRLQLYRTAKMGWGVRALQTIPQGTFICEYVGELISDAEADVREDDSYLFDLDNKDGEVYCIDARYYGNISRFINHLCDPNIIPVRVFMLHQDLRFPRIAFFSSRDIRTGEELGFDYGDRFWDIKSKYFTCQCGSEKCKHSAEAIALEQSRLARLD
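Chemiluminescent proximity detection of H3K9 monomethylation, read after 10 min bead incubation in the dark. Reaction: 20 nM G9a, 500 nM biotin-H3K9 peptide, 20 uM SAM cofactor, 2 h, room temperature, following 15 min enzyme-compound preincubation.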
ERG Ets-DNA blk – ERG Ets/DNA interaction inhibition | P11308 | fluorescence polarization, His-ERG Ets domain / labelled DNA | Potency, µM (doses to about 76.9 µM), for inactives: at the top dose FP activity, negative = inhibition, usual class: inhibitors | hit rate 0.028% among 370,000 | AID 624246; active means well fitted inhibition curve with a large enough effect in the polarisation, with a control signal flat; inconclusive means small, poorly fitted or top-dose-only effect, or effect the other way, or a change in a side signal; inactive means no such curve, though single readings can be large or run the other way; the % refers to the polarisation;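 further: polarization taken with two DNA probes labelled with fluorescein and Texas red; potency means the concentration at half of the fitted maximal effect; % of control where 0% means no effect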
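His-tagged ERG Ets domain (1 uM in the protein solution; 300mM KCl, 50mM Tris-HCl, 1mM EDTA, 1mM DTT, pH 7.5) received compound, then a probe mix of 5 nM fluorescein-DNA and 100nM Texas-615-DNA. Fluorescence polarization was read for both dyes.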
JMJD2A Tudor – inhibitors of human JMJD2A Tudor domain. O75164. AlphaScreen JMJD2A-Tudor / H3K4me3 peptide binding. Potency, µM (highest dose often 114 µM), for the others: at the highest dose activity change, negative = inhibition, most hits filed as inhibitors. hit rate 4.4% among 390,000. AID 504339; further: potency means the concentration at half of the fitted maximal effect; on the % scale 0 is the no-effect control and ±100 the full control effect; nearly all actives have a fitted effect of over 50% in size
HP1b binding inh – inhibitors of HP1-beta chromodomain binding to methylated histone tails; P83916; AlphaScreen HP1-beta / biotin-H3K9me3 peptide binding; Potency, µM (doses to about 114 µM), for the others: at the top dose activity change, negative = inhibition, usual class: inhibitors; hit rate 0.56% among 390,000; AID 540317; further: potency means the concentration at half of the fitted maximal effect; nearly all actives have a fitted effect of over 70% in size; inactives centre near 23
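Compound inhibition of the preformed complex between 50 nM HP1-beta and 50 nM biotinylated H3K9me3 peptide was read by AlphaScreen. Buffer was PBS pH 7.4 with 0.01% Tween-20. Incubations ran 30 min at room temperature, with 10 ug/mL donor/acceptor beads.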
GLS inhibitor – blocks human kidney-isoform glutaminase activity; hit rate 0.21% among 410,000; GLS enzymatic activity, qHTS titration; AID 624170; Potency, µM (doses to about 45.5 µM), for the others: at the top dose activity change, negative = inhibition, usual class: inhibitors; further: potency means the concentration at half of the fitted maximal effect; on the % scale 0 is the no-effect control and ±100 the full control effect
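hKGA in 45 mM KH2PO4 (pH 8.2), 0.02% Tween-20 with compound, then 1mM L-Glutamine (stock as added) plus glutamate oxidase/HRP/Amplex red coupling mix. Fluorescence read initially and after 30 min at RT; signal change reflects glutamate formation.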
BAZ2B block – inhibitors of human BAZ2B bromodomain. AID 504333. hit rate 4.4% among 360,000. Potency, µM (titrated, usually from 114 µM), without a hit: at the top dose activity change, negative = inhibition, actives largely listed as inhibitors. AlphaScreen BAZ2B-H3K14Ac peptide displacement. Q9UIF8; further: potency means the concentration at half of the fitted maximal effect; on the % scale 0 is the no-effect control and ±100 the full control effect; nearly all actives have a fitted effect of over 60% in size
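Complex of BAZ2B and biotin-H3K14Ac (50 nM apiece) forms over 30 min at RT, then faces library compounds up to 110 uM for another 30 min; AlphaScreen beads added, 20 min dark incubation, luminescence read.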
12-LOX inh – inhibitors of human 12S-lipoxygenase ALOX12 | purified 12hLO, xylenol orange hydroperoxide absorbance | hit rate 1.1% among 580,000 | AID 1671190 | Potency, µM (highest dose often 108 µM), without a hit: top-dose activity change, negative = inhibition, usual class: inhibitors; further: potency means the concentration at half of the fitted maximal effect; on the % scale 0 is the no-effect control and ±100 the full control effect
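Purified human 12hLO at 150 nM in 25 mM Hepes, 0.01% Triton X-100, pH 7.0, preincubated 15 min at room temperature with compound. Reaction started with 40 uM arachidonic acid, 30 min at room temperature. Hydroperoxide measured by Fe-xylenol orange, 573/405 nm absorbance ratio.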
RGS4 inh – human RGS4 inhibition; Transcreener GDP fluorescence polarization, RGS4-accelerated GTP hydrolysis; Potency, µM (highest dose often 114 µM), for the others: top-dose activity change, negative = inhibition, actives largely listed as inhibitors; hit rate 0.039% among 390,000; further: potency means the concentration at half of the fitted maximal effect; on the % scale 0 is the no-effect control and ±100 the full control effect; nearly all actives have a fitted effect of over 75% in size; some results filed as inactive show a strong effect at the top dose
Target sequence (P49798 whole entry, looked up): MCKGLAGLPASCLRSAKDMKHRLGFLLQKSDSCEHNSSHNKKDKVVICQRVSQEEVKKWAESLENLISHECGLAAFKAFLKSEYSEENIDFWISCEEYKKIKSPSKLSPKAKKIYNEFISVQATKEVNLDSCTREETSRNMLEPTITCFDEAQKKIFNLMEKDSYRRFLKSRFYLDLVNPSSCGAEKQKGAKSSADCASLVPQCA
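MLSMR compounds (23 nl, pin-transferred) preincubated 10 min at room temperature with a 500nM (2x) first reagent, then RGS4 at 900nM (2x) plus Transcreener GDP mix added; fluorescence polarization (620/688 nm) read before and after 90 min at 30 °C.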
Starred values were filed as active, the others as inactive; u = inconclusive; x = not tested or not shown; [ ] = another dose, or the depositor's remark. Unless noted, the call rests on the fitted dose curve; in most records, active means well fitted curve in the direction sought with a large enough effect; inconclusive means small, poorly fitted or top-dose-only effect, or another doubt; inactive means no such curve, though single readings can be large; an effect the other way counts as inactive or inconclusive. Not all compounds are listed. The share of hits here may be higher or lower than overall.

Order of results – PI4K2A block, G9a block, ERG Ets-DNA blk, JMJD2A Tudor, HP1b binding inh, GLS inhibitor, BAZ2B block, 12-LOX inh, RGS4 inh
O=C(O)COCC(=O)Nc1ccc(-n2cnnn2)cc1
    1, -29%, -1%, -17%, 50%[activator], 3%, -16%, -8%, 5%[56.9 µM]
COc1cc(NC(=O)/C=C/c2ccccc2[N+](=O)[O-])cc(OC)c1
    -2, -17%[59 µM], -1%, -23%, 15%, -2%, -12%, -16%, 21%
CCCCNC(=O)Nc1nc2ccc(CC)cc2s1
    5, 6%, 0%, -8%, 18%, 0%, -2%, 28%, 14%
CN(C)S(=O)(=O)c1ccc2nc(NC(=O)c3cccnc3)sc2c1
    -9, u, -18%, -6%, 50%[activator], -16%, 4%, -23%, -26%
O=C(Nc1ccccc1N1CCOCC1)c1ccc2ccccc2n1
    -1, 3%[12.7 µM], -7%, -1%, 45%[activator], -5%, 5%, 5%, 11%
Cc1ccc(S(=O)(=O)n2[nH]c(=O)c(CCO)c2C)cc1
    1, u, 2%, -16%, 36%, 4%, 9%, 7%, 12%
Clc1ccc(-c2nnc(-c3ccccc3)nc2N2CCSCC2)cc1
    8, u, -10%, -31%, 8%, -5%, 39%[activator], 15%, 5%
Cn1c(=O)n(Cc2ccccc2Cl)c(=O)c2c1nc1n2CCN1c1ccccc1
    -3, -33%[59 µM], 12%, -9%, 32%, -20%, -3%, -11%, -3%
O=C(/C=C/c1ccc([N+](=O)[O-])cc1)OCC(=O)N1c2ccccc2Sc2ccccc21
    1, -11%[59 µM], 15%, -23%, -1%, 5%, -34%, 8%, 17%
CC(C)CN(C(=O)CN1CCC(C)CC1)c1c(N)n(CC(C)C)c(=O)[nH]c1=O
    6, 3%, 1%, -16%, 21%, -1%, 15%, 1%, 0%
CN1CCN(C(=O)/C(=C/c2cccs2)NC(=O)c2ccco2)CC1
    -4, -30%, 0%, 3%, 9%, 17%, -18%, -1%, 13%
O=C(COC(=O)CCNS(=O)(=O)c1ccccc1)Nc1ccc(OC(F)F)cc1
    -5, -8%[12.7 µM], 15%, 4%, 75%[activator], 0%, 10%, 0%, -22%
COc1cccc(NC(=O)CN(C)C(=O)c2ccc(-n3cncn3)c([N+](=O)[O-])c2)c1
    -9, 4%[12.7 µM], -4%, -13%, 33%, -4%, 9%, 9%, 8%
CCCOc1ccc(Cc2nc(N)nc(N)n2)cc1
    11, 1%, 6%, -11%, 2%, -1%, 3%, 8%, -5%
CCN(CC)c1ccc(/C=N/NC(=O)c2cccc(S(=O)(=O)N3CCOCC3)c2)c(O)c1
    4, 29%, -12%, -34%, -1%, 0%, 1%, -17%, -21%
Cc1ccccc1CNC(=O)c1ccc(CSCc2ccccc2)cc1
    -5, 9%[59 µM], 1%, 19%, 47%, 5%, 6%, 322%[activator], 9%
CC(C)c1cc(C(C)C)c(S(=O)(=O)N2CCNCC2)c(C(C)C)c1
    0, x, 2%, -20%, -8%, -1%, x, 108%[activator], -4%
O=C(CCc1c[nH]c2ccccc12)NCCc1ccc(Cl)cc1
    -2, -24%, 14%, -34%, -18%, 0%, -18%, -14%, -27%
COc1cccc(CNC(=O)CCc2c(C)nn(-c3ccc(N4CCCC4)nn3)c2C)c1
    3, 2%[59 µM], -5%, -7%, 50%[activator], 8%, u, -19%, 9%
COc1ccc(OCCNC(=O)Nc2cc(F)c(F)cc2Cl)cc1
    3, 3%, 0%, -16%, 30%, -16%, -4%, -12%, 0%
C/C(CC(=O)Nc1ccc(Br)cc1)=N\NC(=O)c1cccc(O)c1
    -5, x, 7%, u, 38%, 9%, 7%, 1%, 1%
Cn1c(=S)ccc2ccccc21
    -2, 10µM*, -5%, -14%, u, -17%, -22%, u, -42%
Cc1cc(NC(=O)COC(=O)c2oc3c(ccc4ccccc43)c2C)no1
    -3, -7%[59 µM], -4%, -26%, 5%, -3%, -33%, -29%, u
O=c1c(/C=N/O)coc2ccc3ccccc3c12
    -7, u, -3%, -5%[11.4 µM], -11%, -3%, 3%, 4%, -30%[11.4 µM]
Cc1cc2ccccc2n1CCNC(=O)c1cccs1
    6, 35µM*, 32µM*, u, u, -2%, u, -19%, -6%
O=C1CCN(Cc2ccccc2)CCN1[C@H](COc1ccccc1)c1ccccc1
    4, u, 11%, -26%, 10%, 2%, u, 6%, 1%
CN1C(=O)S/C(=C/c2cccn2-c2cccc(C(=O)O)c2)C1=O
    -7, -30%, -4%, -27%, 24%, 5%, u, -15%, 2%
O=C1C(Cc2ccccc2)NC(=S)N1c1ccccc1 (stereo not drawn)
    3, 64%[activator][59 µM], -2%, -16%, 31%, 25%, -22%, 2%, -16%
Cc1ccccc1CN1CCC(CNc2ncnc3onc(-c4ccc(Cl)cc4)c23)CC1
    -2, -22%[59 µM], 8%, -11%, 34%, -2%, 3%[57.1 µM], -7%, -16%
COc1ccc(Cc2nnc(NC(=O)c3cccc(C)c3)s2)cc1
    6, x, -5%, -26%[57.1 µM], 1%, -6%, -1%, 1%, 1%
COc1ccc(CNC(=O)Cn2c(=O)oc3cc(S(=O)(=O)NCc4ccccc4)ccc32)cc1
    -2, 13%[59 µM], 4%, -12%, 19%, 0%, 3%, u, -41%
Cc1nn(C)c2c1c(C(F)(F)F)cc(=O)n2C(C)C(=O)NCCc1ccccc1 (stereo not drawn)
    -2, 2%[59 µM], -5%, -10%, -4%, -11%, -2%, -6%, u
COc1ccc(NC(=S)NC2CCCCC2)cn1
    8, 5%, 11%, -18%, 18%, 6%, x, -18%, -10%
C/C=C/C1=CC(=O)C[C@H](c2ccc(F)cc2)C1
    4, -13%[0.501 µM], 14%, -14%, 38%, 2%, -6%, u, -9%
C[C@H](NC(=O)c1ccc(C(C)(C)C)cc1)C(=O)N1CCN(C/C=C/c2ccccc2)CC1
    -3, x, 9%, -30%, 10%, 0%, x, 17%, -2%
COc1ccc(CN2CC(=O)N(c3ccc(Cl)cc3)C2=S)cc1OC
    1, 23%, -6%, -14%, 21%, 20%, 4%, 0%, 14%
Cc1cnc(NC(=O)c2sc(Nc3ccccc3)nc2N)o1
    -1, u, 2%, -26%, 31%, 1%, -30%, 176%[activator], 18%
O=S(=O)(Nc1ccc(Cl)cn1)c1cccs1
    5, -2%, 2%, 7%, 22%, 0%, 4%, -28%, -13%
CCc1c(C(=O)NNC(=S)NCc2ccccc2)csc1C
    0, -7%[59 µM], 1%, -7%[57.1 µM], 61%[activator], -3%, u, -4%, -39%
CC(C)(C)c1ccc(NC(=O)COc2ccc(-n3ccnc3)cc2)cc1
    3, u, 4%, u, -10%, -6%, u, 0%, -24%
CCCNC(=O)CN1C(=O)NC(CCc2ccccc2)C1=O (stereo not drawn)
    -1, 15%, 0%, -8%, 7%, 1%, -12%, 5%, -3%
CN(C)CCNC(=O)C(C(=O)c1ccc(F)cc1)n1ccccc1=O (stereo not drawn)
    -10, x, 1%, -2%, 17%, 7%, 9%, u, 2%
CCC1Sc2ccc(S(=O)(=O)CCC(=O)NCc3ccc(C)o3)cc2NC1=O (stereo not drawn)
    4, u, 1%, u, -30%, -7%, u, -13%, -16%
CC1(C)C/C(=C(/C#N)C(N)=O)CCO1
    -18, 14%[12.7 µM], 2%, -12%, 11%, 5%, 7%, 8%, 9%
CSc1ccc(S(=O)(=O)NCC(=O)OCC(=O)NCc2cccs2)cc1[N+](=O)[O-]
    1, u, 19%, -8%, 7%, -3%, -20%, -8%, -18%
C/C=C/c1ccc(OCc2cc(=O)n3cc(C)ccc3n2)c(OC)c1
    2, x, 1%, -31%, 20%, -6%, u, 0%, 14%
COc1cccc(C(=O)OCC(=O)c2[nH]c(C)c(C(C)=O)c2C)c1
    3, -42%[12.7 µM], -2%, -12%, 27%, 0%, 4%, u, 2%
COc1ccc(OCCCON2C(=O)c3ccccc3C2=O)cc1
    -1, -9%[59 µM], 3%, -2%, 71%[activator], -1%, 11%, 0%, 13%
COc1ccc(N(CC(=O)Nc2cccc3ccccc23)S(C)(=O)=O)c(OC)c1
    -1, 6%[59 µM], -3%, -1%, 39%, 1%, 1%, 33%, -13%
Cc1cccc(OC(=O)c2cc(-c3ccc4c(c3)OCCO4)on2)c1
    -3, -3%[59 µM], 6%, -4%, 45%[activator], 4%, -4%, -30%, 11%
CCSc1nnc(NC(=O)C(C)C)s1
    -3, 15%, -9%, -1%, 30%, 5%, -1%, 14%[57.4 µM], 12%
N#Cc1c(NC(=O)c2cc(C3CC3)on2)sc2c1CCC2
    -6, 40µM*, -5%, -31%, -16%, 21%, -10%, u, -27%
COc1ccc(Cl)cc1NC(=O)CN(C)S(=O)(=O)c1ccc(Br)s1
    -2, -35%[59 µM], -3%, 4%, 38%, 0%, 1%, -24%, 13%
CC(C)CN(CC(C)C)CC(O)COc1ccc([N+](=O)[O-])cc1 (stereo not drawn)
    -4, 43%[59 µM], 19%, -15%, 40%, 16%, 1%, -14%, -18%
CCN1CCN(c2ccc(S(=O)(=O)N3CCCCC3)cc2NC(=O)Cc2ccccc2F)CC1
    2, u, 3%, -30%, 1%, 14%, 7%, -12%, 27%
